ARFGAP1 inh – inhibitors of rat ARFGAP1 GAP activity, primary screen, biochemical, fluorescence polarization, GDP tracer | Arfgap1-stimulated ARF1 GTP hydrolysis, GDP FP detection | inhibition, % at 16.5 µM | ADP-ribosylation factor GTPase-activating protein 1 (Rattus norvegicus), Q62848 | AID 651572, 2012 | 360,000 tested, 0.26% active;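 active means inhibition above a per-plate limit, mean inhibition of low control wells plus 3 SD, cut at about 25% in these data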;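 further: 0% = DMSO wells with enzyme and 100% = wells lacking Arfgap1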
Target sequence (Q62848 1-136 limits assumed): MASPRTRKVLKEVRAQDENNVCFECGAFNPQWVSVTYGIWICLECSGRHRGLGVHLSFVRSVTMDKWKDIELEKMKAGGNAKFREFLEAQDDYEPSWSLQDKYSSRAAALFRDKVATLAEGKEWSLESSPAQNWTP
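Repeats: one replicate per compound; assay system: rat Arfgap1 catalytic domain, aa 1-136; times: enzyme reaction 120 min at 25 °C after 20 min preincubation; detection: FP of antibody-bound GDP Alexa 633 tracer, ex 620/em 688 nm; benchmarks: high control wells lacking Arfgap1, low control full reaction with DMSO; reagent: human ARF1(Δ1-17)-GTP substrate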
NPR2 activator – human GC-B receptor activators, primary screen, HEK293 GC-B cells, cGMP TR-FRET, EC30 CNP; Atrial natriuretic peptide receptor 2 (Homo sapiens), P20594; 0% at EC30 CNP, 100% saturating CNP; activation, % at 10 µM; 370,000 tested, 0.11% active; AID 1920062, 2024;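 active means activation at 10 µM reaching about 35% in either raw or pattern-adjusted values, limit read from the data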
Tn6 DDE FP – inhibitors of Tn6 peptide binding to fibrin DD(E), primary screen, biochemical, fluorescence polarization, human fibrin, Tn6 probe. Fibrin DD(E) TRITC-Tn6 fluorescence polarization displacement. 370,000 tested, 0.21% active. Fibrinogen beta chain (Homo sapiens), P02675. inhibition, % at 8.3 µM;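 active means inhibition above a per-campaign cutoff: mean of compounds within control limits plus 3 SD, cut at about 15% in these data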;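 further: 0% = median of all compound wells on the plate and 100% = blocking peptide control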
sPLA2-III inh – human group III sPLA2 inhibitors, primary screen, biochemical, QFRET, BODIPY PC-A2 liposome substrate. Group 3 secretory phospholipase A2 (Homo sapiens), Q9NZ20. QFRET BODIPY PC-A2 liposome hydrolysis, fluorescence. inhibition, % at 12.2 µM. 370,000 tested, 0.56% active. AID 743126, 2013;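 active means inhibition above mean plus 3 SD of compounds lying within the high and low control bounds, cut at about 19% in these data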;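 further: 0% = median of test compound wells and 100% = no enzyme DMSO wells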
Target sequence (Q9NZ20 whole entry, looked up): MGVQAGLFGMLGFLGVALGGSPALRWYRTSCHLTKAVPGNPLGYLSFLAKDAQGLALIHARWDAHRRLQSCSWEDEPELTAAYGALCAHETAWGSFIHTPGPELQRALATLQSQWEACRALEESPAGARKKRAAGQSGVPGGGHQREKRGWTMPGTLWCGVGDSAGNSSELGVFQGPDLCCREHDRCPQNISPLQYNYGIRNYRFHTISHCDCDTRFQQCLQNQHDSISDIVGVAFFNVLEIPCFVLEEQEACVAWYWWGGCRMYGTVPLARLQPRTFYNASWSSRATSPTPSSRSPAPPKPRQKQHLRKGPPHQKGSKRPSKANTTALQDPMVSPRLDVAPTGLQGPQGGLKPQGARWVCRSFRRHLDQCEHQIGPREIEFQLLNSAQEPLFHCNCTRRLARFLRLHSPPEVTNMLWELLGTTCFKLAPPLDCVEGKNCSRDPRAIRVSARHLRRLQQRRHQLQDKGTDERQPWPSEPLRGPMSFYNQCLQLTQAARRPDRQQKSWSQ
ASAP1 inh – inhibitors of human ASAP1 ArfGAP activity, primary screen, biochemical, fluorescence polarization; ASAP1-stimulated ARF1 GTP hydrolysis, GDP FP detection; inhibition, % at 16.5 µM; Arf-GAP with SH3 domain, ANK repeat and PH domain-containing protein 1 (Homo sapiens), …; 360,000 tested, 0.19% active; in the data active means inhibition above about 25%;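 further: 0% = vehicle with enzyme and substrate and 100% = no enzyme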
KLK7 zymogen act – proKLK7 zymogen activators, primary screen, biochemical, fluorescence intensity. 370,000 tested, 0.9% active. Kallikrein-7 (Homo sapiens), P49862. purified proKLK7, EDANS-DABCYL substrate fluorescence; 100% is mature enzyme control, 0% vehicle. activation, % at 7 µM;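 active means activation above the mean of all tested compounds plus 3 SD, computed per campaign excluding outliers beyond control limits, cut at about 13% in these data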
Target sequence (P49862 whole entry, looked up): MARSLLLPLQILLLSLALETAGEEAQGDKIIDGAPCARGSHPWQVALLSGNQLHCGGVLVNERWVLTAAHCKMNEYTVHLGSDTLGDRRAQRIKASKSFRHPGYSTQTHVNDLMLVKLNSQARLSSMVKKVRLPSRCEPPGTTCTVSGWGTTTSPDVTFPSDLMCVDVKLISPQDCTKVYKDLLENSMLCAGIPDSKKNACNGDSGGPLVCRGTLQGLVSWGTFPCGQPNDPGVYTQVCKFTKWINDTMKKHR
ADAM10 inh – human ADAM10 inhibitors, primary screen, biochemical, QFRET, HTS; Disintegrin and metalloproteinase domain-containing protein 10 (Homo sapiens), O14672; recombinant ADAM10, EDANS/DABCYL FRET peptide cleavage, 3 h; inhibition, % at 7 µM; 370,000 tested, 0.62% active; AID 720582, 2013;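 active means inhibition above a per-campaign cutoff equal to the mean of compounds falling between control-based bounds plus 3 SD, cut at about 20% in these data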;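 further: 0% = DMSO wells while the 100% control is not disclosed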
GAA850 FXN act – FXN promoter activators, primary screen, cell-based, luciferase luminescence, HEK293 lucGAA850 | 360,000 tested, 0.56% active | HEK293 lucGAA850 FXN promoter luciferase reporter, 24 h; percent of 10 µM SAHA response | activation, % at 6 µM;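 active means activation above the average of all compounds screened plus 3 SD, cutoff fixed separately per campaign, cut at about 7.5% in these data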;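 further: 0% = DMSO wells and 100% = 10 µM SAHA wells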
NPR1 activator – GC-A stimulated cGMP production enhancers – HEK293 GC-A cells, cGMP TR-FRET, EC30 ANP, primary screen; 0% at EC30 ANP, 100% saturating ANP; activation, % at 10 µM; 370,000 tested, 0.14% active; AID 1671463, 2021; in the data active means activation above about 40%
rCAG RNA binder – binders of r(CAG) RNA repeats, primary screen, biochemical, fluorescence. r(CAG) RNA repeat, TO-PRO-1 dye displacement fluorescence. inhibition, % at 3 µM. 370,000 tested, 1.3% active. AID 651821, 2012;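 active means inhibition above the plate cutoff, the mean of all test compounds on that plate plus 3 SD, cut at about 35% in these data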;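 further: 0% = DMSO alone and 100% = 100 µM mitoxantrone as full dye displacement; higher means more dye released from RNA so lower well fluorescence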
An asterisk follows results filed as active; i = inactive; / = no result given.

smiles	ARFGAP1 inh	NPR2 activator	Tn6 DDE FP	sPLA2-III inh	ASAP1 inh	KLK7 zymogen act	ADAM10 inh	GAA850 FXN act	NPR1 activator	rCAG RNA binder
CC(=O)c1ccc(NS(=O)(=O)c2ccc([N+](=O)[O-])cc2)cc1	-13	-1	-1	-5	5	-0.6	7	0.8	0	2
Cc1noc(C)c1C(=O)OCC(=O)NCCC1=CCCCC1	11	1	-3	-2	-2	-0.3	11	-1.9	1	-5
O=C(NNc1cccc(Cl)n1)C(F)(F)F	5	1	2	6	-10	-0.3	3	1.1	-2	-1
CS(=O)(=O)NN1C(=O)c2ccccc2NC1c1cccs1 (configuration not stated)	4	0	-7	-3	-8	63*	i	-2.0	0	1
COC(=O)c1ccc(NS(=O)(=O)c2cccc3cccnc23)cc1	5	-2	6	8	-2	0.1	11	-1.1	1	3
Cc1ccccc1Cn1cc(NC(=O)c2noc3c2CC(C(C)(C)C)CC3)cn1 (configuration not stated)	-4	-3	-3	-8	-19	-0.3	2	4.6	0	0
CC(=O)Nc1ccc(-c2ccc3nnc(C)n3n2)cc1	24	-5	-2	3	-4	1.4	-23	0.4	-2	1
COC(=O)c1ccc(C2C(C(=O)c3cc4ccccc4o3)=C(O)C(=O)N2CCCN(C)C)cc1 (configuration not stated)	-6	-1	5	1	-5	-0.7	6	0.0	5	2
Cc1ccccc1Nc1cc(C(=O)NCC2CCCO2)c2ccccc2n1 (configuration not stated)	4	5	5	2	-15	-0.2	2	-0.5	0	2
c1ccc(-c2nc3c4ccccc4ccn3c2CN2CCCCC2)cc1	-1	-1	-7	-2	4	-0.1	-9	5.2	4	-7
CCOc1ccc(-n2c(C)cc(/C=C3/C(=N)N4C(=NC3=O)SN=C4S(C)(=O)=O)c2C)cc1	-6	-3	-1	-6	8	0.1	-8	0.9	-3	24
COc1cccc(NC(=O)c2ccccc2-c2ccccc2)c1	-2	-1	7	-1	-12	-0.1	1	2.3	3	1
COc1ccc(NC(=O)C2CC(c3ccc(OC)c(OC)c3)=NO2)cc1OC (configuration not stated)	-15	-7	1	3	14	-0.3	0	-2.7	4	5
CCCn1c2ccc(C)cc2c2nnc(SCCN3CCOCC3)nc21	-2	2	-3	11	10	1.0	0	3.4	3	-1
CSc1nc(-c2ccc(F)cc2)cc(=O)[nH]1	0	2	4	-1	0	-0.4	5	3.8	-2	1
O=C(CSc1nc(O)cc(=O)n1-c1ccc(Cl)c(Cl)c1)Nc1ccc(Cl)cc1Cl	-6	-1	4	3	3	-0.1	-4	-0.4	-2	29
c1ccc(CCN(Cc2ccccc2)Cc2nc(C3CC3)no2)cc1	6	-7	-1	1	6	-0.6	-2	2.7	-3	-7
C/C(=N\Nc1nc2c(s1)CCCC2)c1ccc(Cl)cc1	4	-5	-8	10	12	-0.7	-4	0.4	3	8
CC1(C)CC(NS(=O)(=O)c2ccc(C(C)(C)C)cc2)CC(C)(C)N1	-6	0	2	8	-4	-0.1	-8	0.4	-8	-1
OC(c1ccccc1)c1nc(-c2ccc(Cl)cc2)cs1 (configuration not stated)	7	2	-1	-18	3	-0.6	4	0.7	6	3
COc1ccc(S(=O)(=O)N2CCOC2CNC(=O)C(=O)NCCc2ccccc2)cc1 (configuration not stated)	3	4	-1	5	0	-0.1	-10	0.4	0	1
COc1ccc(CCNC(=O)CSCc2ccc([N+](=O)[O-])cc2)cc1	4	-4	-5	10	-1	0.3	-2	-0.5	-3	0
CC(=O)c1cccc(NC(=O)COC(=O)[C@@H](NC(=O)OCc2ccccc2)C(C)C)c1	-2	2	-1	-4	6	0.9	-5	3.3	2	-2
CCCN1C(=S)SC(C)(C)C1/[N+]([O-])=C/c1cccnc1 (configuration not stated)	4	7	3	0	4	-0.2	8	1.6	-3	3
CC/C(=N\O)c1ccc(OC)c(OC)c1	-5	-2	3	-1	7	0.3	3	2.0	3	2
CCOc1ccc(Nc2ncnc3c2cnn3Cc2ccccc2)cc1	-4	1	-3	-3	0	0.7	8	-0.1	-4	-2
CS(=O)(=O)Nc1cccc(C2=NN(S(=O)(=O)c3ccccc3)C(c3ccco3)C2)c1 (configuration not stated)	32*	0	-4	-27	-7	0.8	3	0.5	-5	14
CCOc1ccc(Oc2ccc(NC(=O)CSc3nncn3C)cc2)cc1	0	-2	-3	-3	17	-0.2	-7	-0.9	3	-3
CSc1ccc(CN(C)CC(=O)NC(C)c2ccccc2)cc1 (configuration not stated)	-7	1	-2	-2	-14	0.0	2	1.9	-4	-9
O=C(O)c1ccc2c(=O)n(-c3ccc(F)c(Cl)c3)c(=S)[nH]c2c1	2	1	1	8	3	0.2	-23	0.4	-4	3
CCOCc1nnc(NS(C)(=O)=O)s1	8	3	1	2	-11	-0.4	-7	-0.5	3	0
c1ccc(OCC2CCNCC2)nc1	-5	4	-3	2	-10	0.1	-3	-0.6	3	0
COc1ccc(NC(=O)c2cc(-c3cc(F)ccc3OCC3CCCO3)n[nH]2)cc1OC (configuration not stated)	15	31	-13	-21	9	-0.2	13	2.6	23	7
O=C(NNC(=O)c1ccc([N+](=O)[O-])cc1C(=O)O)c1ccncc1	-4	-1	1	3	-10	-0.2	-4	-0.8	-3	-3
Clc1ccc(-c2nnc3cccc(Cl)n23)c(Cl)c1	6	1	5	5	11	-0.7	2	0.5	-1	-2
O=C(Cc1cn2ccsc2n1)Nc1nc2c(s1)CN(Cc1ccccc1)CC2	5	5	-10	-3	5	-1.2	-27	0.1	1	3
CCC(C)Nc1nc(N)c([N+](=O)[O-])c(NC2CCCCC2)n1 (configuration not stated)	-2	12	-7	-1	12	0.1	2	3.4	11	0
COc1cccc2cc(C(C)N(CCCN3CCOCC3)C(=S)Nc3cccc(C)c3C)oc12 (configuration not stated)	2	-2	1	7	1	0.3	-2	2.5	-4	3
CC1Cc2cc(/C=C3/SC(N4CCC(C(N)=O)CC4)=NC3=O)ccc2O1 (configuration not stated)	2	-6	0	-3	-4	1.1	-30	-0.5	0	2
Cc1ccc(C(=O)c2c3ccc(C(F)(F)F)cc3[n+]([O-])n2CCCN)cc1	0	-10	-4	11	11	0.0	-5	2.6	-8	9
c1cncc(CN2CCN(c3cc(-c4cnc5ccccc5c4)nc4ccnn34)CC2)c1	6	-1	-7	0	-3	0.3	-6	-1.7	0	4
CCC(=O)Nc1nc(-c2ccccc2)nc(SC)c1C(C)=O	1	1	-12	-1	-10	-0.2	2	0.9	-3	1
C[C@H]1CN([C@@H](C)CO)C(=O)c2cc(Br)cnc2O[C@@H]1CN(C)C(=O)CN(C)C	-1	2	4	6	-5	0.3	4	-1.5	-1	4
O=C(Nc1cccnc1)c1cnc2ccccc2n1	0	1	4	6	8	-0.6	-2	0.8	4	-1
Cc1ccc(F)cc1S(=O)(=O)Nc1cccc(C(=O)N2CCCC(C(N)=O)C2)c1 (configuration not stated)	0	1	-1	2	12	0.4	-5	0.5	0	5
CCOc1ccc(OCCN2C(=O)NC(Cc3c[nH]c4ccccc34)C2=O)cc1 (configuration not stated)	22	-12	2	-73	-2	0.1	10	-0.8	-2	-2
COc1ccc(S(=O)(=O)NCc2ccncc2)cc1NC(=O)c1ccc(Cl)cc1	0	0	4	-9	-13	0.3	1	0.3	6	3
CN(c1ccccc1)S(=O)(=O)c1ccc(Cl)c(C(=O)NCc2ccco2)c1	0	-3	2	-10	6	0.0	0	0.1	-2	4

Some of the entries above, reformatted.
COc1ccc(NC(=O)C2CC(c3ccc(OC)c(OC)c3)=NO2)cc1OC (configuration not stated)
  ARFGAP1 inh: -15	NPR2 activator: -7	Tn6 DDE FP: 1	sPLA2-III inh: 3	ASAP1 inh: 14	KLK7 zymogen act: -0.3	ADAM10 inh: 0	GAA850 FXN act: -2.7	NPR1 activator: 4	rCAG RNA binder: 5
C/C(=N\Nc1nc2c(s1)CCCC2)c1ccc(Cl)cc1
  ARFGAP1 inh: 4	NPR2 activator: -5	Tn6 DDE FP: -8	sPLA2-III inh: 10	ASAP1 inh: 12	KLK7 zymogen act: -0.7	ADAM10 inh: -4	GAA850 FXN act: 0.4	NPR1 activator: 3	rCAG RNA binder: 8
COc1ccc(S(=O)(=O)N2CCOC2CNC(=O)C(=O)NCCc2ccccc2)cc1 (configuration not stated)
  ARFGAP1 inh: 3	NPR2 activator: 4	Tn6 DDE FP: -1	sPLA2-III inh: 5	ASAP1 inh: 0	KLK7 zymogen act: -0.1	ADAM10 inh: -10	GAA850 FXN act: 0.4	NPR1 activator: 0	rCAG RNA binder: 1
C[C@H]1CN([C@@H](C)CO)C(=O)c2cc(Br)cnc2O[C@@H]1CN(C)C(=O)CN(C)C
  ARFGAP1 inh: -1	NPR2 activator: 2	Tn6 DDE FP: 4	sPLA2-III inh: 6	ASAP1 inh: -5	KLK7 zymogen act: 0.3	ADAM10 inh: 4	GAA850 FXN act: -1.5	NPR1 activator: -1	rCAG RNA binder: 4

Carrying on:
smiles	ARFGAP1 inh	NPR2 activator	Tn6 DDE FP	sPLA2-III inh	ASAP1 inh	KLK7 zymogen act	ADAM10 inh	GAA850 FXN act	NPR1 activator	rCAG RNA binder
O=C(NNC(=O)c1ccc2nonc2c1)Nc1ccc(Cl)cc1	-2	-5	7	-22	10	0.0	5	2.8	3	9
CCOC(=O)Cc1nnc(NC(=O)Nc2ccccc2)s1	3	-10	-9	-44	12	0.0	0	0.2	0	35*
O=C(CN1CCC(C(=O)c2cccc(Cl)c2)CC1)Nc1cccc(C(=O)O)c1	-14	-3	-4	3	-17	-0.1	7	2.8	-3	6
CC(=O)Nc1ccc(NC(=O)[C@@H]2CCCC[C@@H]2C(=O)O)cc1	6	6	-5	10	6	-0.1	-4	0.8	-7	1
Cc1ccc(S(=O)(=O)N2CCOCC2)cc1NC(=O)COC(=O)/C=C/c1ccc(F)cc1	3	-3	-5	-8	21	-0.8	0	-1.7	-1	3
Cc1ccc(NCc2nnc(SCC(N)=O)n2CCc2ccccc2)cc1	-2	-13	6	4	-2	-0.1	3	/	-15	-2
O=C(CSc1nncs1)Nc1nccs1	4	1	2	-2	9	0.1	-3	1.3	2	0
COc1cc(NC(=O)Nc2nnc([C@H]3C[C@H](O)[C@@H](CO)O3)s2)cc(OC)c1	-4	4	-12	5	5	-0.4	-10	-1.9	0	10
C/C(=N\N1CCN(Cc2ccc(Cl)cc2)CC1)c1ccc(F)cc1	-8	1	5	3	-1	-0.1	0	1.7	0	-1

Screening data as filed in PubChem.
